Compound activity as filed in PubChem.
Dyrk1A ADPGlo: inhibitors of rat Dyrk1A kinase. Q63470. AID 504441. 0.43% of 310,000 active. inhibition, % at 12.5 µM. ADP-Glo luminescence, NFATc1 peptide; in the data active = inhibition above about 50%;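 note: plate controls were vehicle with enzyme for no effect and no enzyme for full effect; many of its hits are not listed in these tables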
KCNK3 inh: human KCNK3 channel inhibition, primary screen. O14649. B-score at 10 µM. 0.84% of 340,000 active. AID 602410. CHO-KCNK3 thallium flux, FluxOR fluorescence; active compounds read low;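 active = B-score under library mean minus 4 SD, starting fluorescence ratio at most library mean plus 5 SD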;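 note: more negative B-score means stronger inhibition of thallium flux through KCNK3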
Target sequence (O14649 whole entry, looked up): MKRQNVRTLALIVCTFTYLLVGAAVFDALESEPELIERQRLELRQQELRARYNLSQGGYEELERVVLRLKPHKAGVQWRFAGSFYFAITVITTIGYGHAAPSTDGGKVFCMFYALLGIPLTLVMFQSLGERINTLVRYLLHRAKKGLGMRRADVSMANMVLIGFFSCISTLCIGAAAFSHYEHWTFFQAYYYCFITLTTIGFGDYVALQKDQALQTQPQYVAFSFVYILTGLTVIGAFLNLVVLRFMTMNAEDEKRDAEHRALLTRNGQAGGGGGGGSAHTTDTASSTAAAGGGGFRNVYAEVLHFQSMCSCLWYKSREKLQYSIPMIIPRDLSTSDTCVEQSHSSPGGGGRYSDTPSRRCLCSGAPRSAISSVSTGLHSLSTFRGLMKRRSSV
Active calls of the source: *; i = inactive. Some of the compounds tested; the hit share may differ from the screen's.

Order of values: Dyrk1A ADPGlo, KCNK3 inh
O=C(NCc1ccccc1Br)c1cccc2c1C(=O)c1ccc(N3CCC(Cc4ccccc4)CC3)cc1S2(=O)=O
→ 2.2, i
N#Cc1nc(COc2ccccc2F)oc1N1CCCCCC1
→ 19.2, i
O=C(CNC(=O)c1cc(-c2ccccc2)nn1-c1ccccc1)Nc1ccccc1Br
→ 3.2, i
CCOC(=O)C1=CN(Cc2cccc(F)c2)S(=O)(=O)N(C)C1c1ccc(F)c(Cl)c1 (stereo not drawn)
→ 1.5, i
O=C(Nc1ccccc1Br)C1CCN(S(=O)(=O)c2cccs2)CC1
→ -6.0, i
CCC(NC(=O)Nc1ccc(O)cc1)(C(F)(F)F)C(F)(F)F
→ -0.5, i
COc1cccc(NC(=O)CN2C(=O)NC3(CCCc4ccccc43)C2=O)c1 (stereo not drawn)
→ 4.0, i
Cc1c(CCO)c(=O)n2n1CCCC2
→ 0.7, i
C=CCC[C@@H](Cc1ccc(F)cc1)C(=O)OC[C@H](Cc1c[nH]c2ccccc12)NC(=O)[C@@H](CC=C)CC(=O)N(CCO)Cc1ccccc1
→ 0.9, i
Cc1nc2ccccc2c(C(=O)O)c1-c1ccccn1
→ -4.7, i
COc1ccc(C(=O)/C=C/c2ccc(O)cc2)c(O)c1C/C=C(\C)CCC=C(C)C
→ 3.0, i
O=C(c1ccc2c(=O)n(Cc3ccco3)c(=S)[nH]c2c1)N1CCN(c2ccccc2)CC1
→ -4.9, i
O=C(NC1CCN(Cc2ccccc2)CC1)c1ccccc1NS(=O)(=O)c1ccc(F)cc1
→ 5.5, i
N=c1n(CC(=O)c2ccc(Br)cc2)c2ccccc2n1Cc1ccccc1
→ 2.2, i
COc1ccccc1C(=O)COC(=O)C(NC(=O)Cc1ccccc1)C(C)C (stereo not drawn)
→ 3.3, i
COc1ccc(C2=CC(=O)C[C@H](COCc3ccccc3)N(C(=O)OC(C)(C)C)O2)cc1
→ -3.2, i
O=C(Cc1ccccc1[N+](=O)[O-])NNC(=O)c1cccs1
→ -9.5, i
COc1ccc2c(CC(=O)OCC(=O)Nc3cccc(C)c3)coc2c1
→ -0.6, i
COc1ccc(S(=O)(=O)Nc2ccc3c(c2)C(=O)N([C@H](C)CO)C[C@H](C)[C@@H](CN(C)S(=O)(=O)c2ccccc2)O3)cc1
→ -1.8, i
COc1ccccc1C(=O)OCC(=O)c1ccc(CNC(C)=O)s1
→ 1.4, i
CC(C#N)(NC(=O)CN1CCN(S(=O)(=O)c2ccccc2Cl)CC1)C1CC1 (stereo not drawn)
→ -6.3, i
CC(C)Cn1c(N)c(C(=O)CSc2n[nH]c(N)n2)c(=O)n(C)c1=O
→ 5.7, i
CCc1cccc(C)c1NC(=O)COC(=O)CSCc1ccccc1
→ -7.2, i
O=c1oc(Cl)c(Cl)c2ccccc12
→ -4.3, i
COc1ccc(N(C)S(=O)(=O)c2cccc(C(=O)OCC(=O)N3CC(C)CC(C)C3)c2)cc1 (stereo not drawn)
→ 0.6, i
C=COC(=O)CSc1nc(-c2cccs2)ccc1C#N
→ 10.8, i
O=C(Cn1cc(C(F)(F)F)cc(Cl)c1=O)NCC1COc2ccccc2O1 (stereo not drawn)
→ -0.6, i
O=S(=O)(NCC(c1ccco1)N1CCCCC1)c1ccccc1C(F)(F)F (stereo not drawn)
→ -5.2, i
COC(=O)c1cc2c(ccn2-c2ccc(F)cc2)n1CC(=O)N1CCN(C(=O)c2ccco2)CC1
→ -3.9, i
Cn1nc(C(=O)NCC(=O)Nc2ccc(F)c(F)c2F)c2ccccc2c1=O
→ 4.3, i
OC(CNCCc1ccc(Cl)cc1)COc1ccc2ccccc2c1 (stereo not drawn)
→ 3.2, i
CC(Oc1ccc2c(-c3ccccc3)cc(=O)oc2c1)C(=O)N1CCOCC1 (stereo not drawn)
→ 2.4, i
CC(OC(=O)CCN=C1NS(=O)(=O)c2ccccc21)C(=O)Nc1ccc(S(N)(=O)=O)cc1 (stereo not drawn)
→ 5.6, i
C#CCOCCOCCOCCNc1nc(N2CCN(C(=O)Cn3cc(CCO)nn3)CC2)nc(N2CCN(C(=O)Cn3cc(CCO)nn3)CC2)n1
→ 3.6, i
CN(C)c1ccc(/C=C/c2ccncc2)cc1
→ -0.6, i
CN(C)Cc1cc(C(C)(C)C)cc(N2CCOCC2)c1O
→ -3.0, i
Nc1c(C(=O)CSc2nnc(N3CCOCC3)n2-c2cccc(F)c2)c(=O)[nH]c(=O)n1C1CC1
→ -1.5, i
CCN(C(=O)CSc1nnnn1C)C1CCS(=O)(=O)C1 (stereo not drawn)
→ -9.1, i
O=C(Cc1cccs1)Nc1ccc(Cl)c(S(=O)(=O)N2CCOCC2)c1
→ -2.3, i
CC1CN(C(=O)CSc2nc(N)cc(N)n2)CC(C)O1 (stereo not drawn)
→ 2.0, i
CCN(CC(=O)Nc1ccc(OC)cc1)C(=O)c1ccc(Cl)c(S(=O)(=O)N2CCCC2)c1
→ -3.4, i
O=[N+]([O-])c1cc(S(=O)(=O)Nc2ccccc2)ccc1Nc1ccccc1
→ 0.7, i
Cc1cccc(NS(=O)(=O)c2ccc(C)c(C(=O)NCCCN3CCOCC3)c2)c1
→ 14.0, i
CCN(c1ccccc1)S(=O)(=O)c1cccc(C(=O)NCc2ccccc2CN2CCOCC2)c1
→ -3.5, i
O=C(O)c1ccccc1NN=Cc1ccccc1
→ -0.8, i
CCCC(=O)OCC1CN(Cc2ccco2)S(=O)(=O)c2c(F)cccc2O1 (stereo not drawn)
→ -0.7, i
COc1ccc(C(=O)Nc2ccc(N3CCOCC3)cc2)cc1S(=O)(=O)N1CCCC1
→ -1.7, i
CCOc1ccc(-n2c(SCC(=O)Nc3ccc4c(c3)OCCO4)nc3c(c2=O)SCC3)cc1
→ -3.0, i
O=C(NCC(=O)N(CCc1ccccc1)C(C(=O)NC1CCCC1)c1cccnc1)c1ccco1 (stereo not drawn)
→ 2.2, i
Cc1ccc(NC(=O)NC2OC(=O)c3ccccc32)cc1 (stereo not drawn)
→ 4.1, i
CC(=NNC(=O)Cn1ccc(C(F)(F)F)n1)c1ccc(-n2ccnc2)cc1
→ 0.3, i
Cc1ccc(C(=O)Nc2ccc(S(=O)(=O)NC3=NCCCCC3)cc2)cc1S(=O)(=O)N1CCOCC1
→ -2.9, i
O=C(Nc1ccc2c(c1)OCO2)c1ccccn1
→ -2.1, i
CCOc1ccccc1Nc1nc(N)nc(Cl)c1CC
→ 9.2, i
CCCn1c(=O)c(C(=O)Nc2c(C)n(C)n(-c3ccccc3)c2=O)c(O)c2ccccc21
→ 1.0, i
O=C(CSc1ccc(Cl)cc1)NNC(=O)c1ccncc1
→ -7.8, i
CNc1nc(-c2ccc3c(c2)CCN3C(=O)c2ccc(F)cc2)cs1
→ -39.7, i
O=[N+]([O-])c1cccc2nc3ccccc3c(NCCCn3ccnc3[N+](=O)[O-])c12
→ 7.3, i
Cc1ccc(-c2nnc3sc(C4COc5ccccc5O4)nn23)cc1 (stereo not drawn)
→ 24.5, i
CC[C@@H](C)[C@@H]1CN([C@@H](CN2CCC[C@H]2CN2C(N)=NC[C@@H]2Cc2ccccc2)C(C)C)C(=N)N1CCCC1CCCC1
→ -3.2, i

Some of the entries so far, field by field.
SMILES: CCCC(=O)OCC1CN(Cc2ccco2)S(=O)(=O)c2c(F)cccc2O1 (stereo not drawn)
- Dyrk1A ADPGlo: -0.7
- KCNK3 inh: i
SMILES: CCOc1ccc(-n2c(SCC(=O)Nc3ccc4c(c3)OCCO4)nc3c(c2=O)SCC3)cc1
- Dyrk1A ADPGlo: -3.0
- KCNK3 inh: i
SMILES: CC(Oc1ccc2c(-c3ccccc3)cc(=O)oc2c1)C(=O)N1CCOCC1 (stereo not drawn)
- Dyrk1A ADPGlo: 2.4
- KCNK3 inh: i

(next part)
Molecule	Dyrk1A ADPGlo	KCNK3 inh
COc1ccccc1C(C)NC(=O)c1ccc(NC(=O)CC2SC(N3CCCC3)=NC2=O)cc1 (stereo not drawn)	-5.2	i
CN1CCN(S(=O)(=O)c2cccc(C(=O)Nc3sccc3C(N)=O)c2)CC1	-5.7	i
CC(=O)Nc1c(Cl)cc(Cl)c2c1Cc1cc(Cl)ccc1-2	1.7	i
CC(=O)c1c(C)[nH]c(C(=O)OCC(=O)Nc2c(C)n(C)n(-c3ccccc3)c2=O)c1C	9.8	i
CC[n+]1c(C)cc2c(sc3ccccc32)c1C	-0.1	i
CCOC(=O)[C@H]1[C@H]2COc3ccc(Br)cc3[C@@H]2N2C(=O)c3ccc(Cl)cc3NC(=O)[C@@]12C	2.9	i
CC1CC(C)CN(C(=O)C(C)N2CCN(S(=O)(=O)c3ccccc3F)CC2)C1 (stereo not drawn)	4.0	i
COc1ccc(OCc2cn(CC(=O)c3ccc(O)cc3)nn2)cc1	-8.1	i
CCSc1nnc(SCC(=O)NC2CCCCC2)s1	-4.5	i
CC1(c2ccccc2)NC(=O)N(CC(=O)NNC(=O)c2ccccc2F)C1=O (stereo not drawn)	-15.1	i
Cc1[nH]c(=S)[nH]c(=O)c1Cc1c(O)ccc2ccccc12	11.9	i
COc1cc(F)c(C2=CC(=O)C[C@H](c3ccc4c(c3)OCO4)C2)cc1F	2.7	i
CCOc1ccc(C(=O)N(CC)CC(=O)Nc2ccc3c(c2)OCCO3)cc1	-4.2	i
Cc1cc(C(=O)COC(=O)c2ccc(NC(=O)CC#N)cc2)c(C)n1-c1ccc(OC(F)F)cc1	11.6	i
Cc1ccc2nc(-c3cccc(SC4CCCCC4)c3)c(NC3CCCCC3)n2c1	12.5	i
c1ccc(-c2csc(CN3CCCCC3)n2)cc1	-2.4	i
CC(=O)Nc1ccc(S(=O)(=O)N(CC(=O)NC2CC2)Cc2ccccc2)cc1	1.8	i
Cn1c(=S)sc2ccc3ccccc3c21	-0.2	i
COc1cc(-c2ccc3oc(-c4ccsc4)cc(=O)c3c2)cc(OC)c1OC	-4.0	i
O=C(COc1ccc(Cl)cc1Cl)Nc1ccccn1	3.9	i
O=C1C=C(c2cccc(O)c2)C[C@@H](c2ccc(F)cc2)C1	-0.4	i
O=C(CCCCl)NC1=NN(c2ccccc2)C(=O)C1	0.1	i
O=C(O)C1C2C=CC(O2)C1C(=O)Nc1ccc(S(=O)(=O)Nc2ccccc2)cc1 (stereo not drawn)	-4.9	i
O=C(N[C@@H]1C/C=C\C[C@@H](CC(=O)N(CCO)Cc2ccccc2)C(=O)N[C@H](Cc2ccccc2)COC1=O)OCC1c2ccccc2-c2ccccc21	3.5	i
N#CCCN(C(=O)CN1CCN(S(=O)(=O)c2ccc(Cl)s2)CC1)c1ccc(F)cc1	-2.2	i
O=[N+]([O-])c1ccccc1CCc1ccccc1[N+](=O)[O-]	-6.2	i
Oc1cccc(C=NNc2ccccn2)c1	5.3	i
COc1ccc(S(=O)(=O)N2CCOCC2)cc1NC(=O)/C=C/c1ccc(F)cc1	20.1	i
O=C(Nc1ccc(Cl)cc1F)C1CC(=O)N(Cc2ccco2)C1 (stereo not drawn)	0.5	i
CC(OC(=O)c1cccc(-n2cnnn2)c1)c1nc2ccccc2c(=O)[nH]1 (stereo not drawn)	8.0	i
O=C(COC(=O)c1ccco1)NCc1ccc(Cl)cc1Cl	1.0	i
COc1cc(OC)cc(C(=O)NCC(=O)OC(C)C(=O)NC(C)C2CC3CCC2C3)c1 (stereo not drawn)	-3.3	i
CCCOc1ccc(C(F)(F)F)cc1NC(=O)CN1C(=O)C(=O)N(CC)C1=O	0.6	i
COc1cc(CNC[C@H]2O[C@@H](n3cnc(C(N)=O)n3)[C@H](O)[C@@H]2O)ccc1OCc1cccc(Cl)c1	1.2	i
Cc1ccc(C)c(C(=O)CN2C(=O)C(=O)N(C3CCCC3)C2=O)c1	-7.5	i
CCCCN(C(=O)CCC(=O)OCC(=O)NCc1ccccc1)c1c(N)n(CCC)c(=O)[nH]c1=O	1.4	i
CN(C)C/C=C/C(=O)Nc1cccc(-c2c[nH]c3ncnc(Oc4ccc(NC(=O)CC(=O)Nc5ccc(F)cc5)cc4F)c23)c1	68.5*	i
Cn1c(N=Cc2ccc([N+](=O)[O-])cc2)c(N)c(=O)n(C)c1=O	1.9	i
Cc1noc(C)c1S(=O)(=O)N(C)C[C@H]1Oc2ccc(NC(=O)C3CC3)cc2C(=O)N([C@H](C)CO)C[C@@H]1C	-10.5	i
CC(C)CN(C(=O)c1ccc(N2CCCC2=O)cc1)c1c(N)n(Cc2ccccc2)c(=O)[nH]c1=O	5.4	i
CCC(Cc1ccccc1)OC(=O)c1ccccc1C(=O)O (stereo not drawn)	-4.2	i
CCOC(=O)c1c(NC(=O)COC(=O)c2nccnc2N)sc2c1CCC2	10.4	-10.8*
COc1ccc(S(=O)(=O)N(C)C[C@@H]2Oc3c(NS(=O)(=O)c4cn(C)cn4)cccc3C(=O)N([C@@H](C)CO)C[C@@H]2C)cc1	6.8	i
CN(CC(=O)NC(=O)NC1CCCCC1)Cc1ccccc1	-3.2	i
COc1ccccc1C(=O)NCC(=O)N1CCN(S(=O)(=O)c2ccccc2C(F)(F)F)CC1	-4.2	i
Cc1ccc(S(=O)(=O)N2CCOCC2)cc1C(=O)OCC(=O)NC1CCCCC1	2.6	i
COc1ccc([C@H]2CC(=O)C=C(c3ccc(Br)c4ccccc34)C2)cc1	0.8	i
CCN(CC)S(=O)(=O)c1cccc(NC(=O)CN2C(=O)NC3(CCC(C)CC3)C2=O)c1 (stereo not drawn)	-2.5	i
Fc1cccc(CN(C2=NCCN2)c2c(Cl)cccc2Cl)c1	11.7	i
COc1ccc(C(CNC(=O)c2cccc(S(=O)(=O)Nc3ccccc3OC)c2)N2CCCCC2)cc1 (stereo not drawn)	9.3	i
CCOC(=O)CNC(=O)C1c2cc(OC)c(OC)cc2C(=O)N(C)C1c1ccccc1F (stereo not drawn)	-0.1	i
